Source: PubChem
mIDH1 inhibitor – inhibitors of human mutant IDH1 R132H; Potency, µM (highest dose often 76.6 µM), inactives show at the highest dose activity change, negative = inhibition, hits mostly inhibitors; IDH1-R132H enzyme, NADPH consumption, diaphorase/resazurin fluorescence; 0.093% of 390,000 active; O75874; note: potency is the fitted concentration of half-maximal effect; % is set by controls: 0 for no effect and ±100 for the full control effect; nearly all actives have a fitted effect of over 65% in size
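IDH1-R132H (0.5 ug/mL dispensed) in pH 7.5 Tris buffer was preincubated 30 min with compound, then given a substrate mix of 0.016 mM NADPH and 2 mM alpha-KG for 80 min at room temperature; remaining NADPH was read by diaphorase/resazurin fluorescence.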
D2 agonist – D2 dopamine receptor (human) agonism; P14416; HEK293 T-REx D2 cells, calcium flux agonist mode; activation, % at 2 µM; 0.53% of 340,000 active;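 active = activation over 3 SD above normal in the single-dose calcium agonist read, cut at about 30% in these data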; note: 0% is about no effect
Target sequence (P14416 whole entry, looked up): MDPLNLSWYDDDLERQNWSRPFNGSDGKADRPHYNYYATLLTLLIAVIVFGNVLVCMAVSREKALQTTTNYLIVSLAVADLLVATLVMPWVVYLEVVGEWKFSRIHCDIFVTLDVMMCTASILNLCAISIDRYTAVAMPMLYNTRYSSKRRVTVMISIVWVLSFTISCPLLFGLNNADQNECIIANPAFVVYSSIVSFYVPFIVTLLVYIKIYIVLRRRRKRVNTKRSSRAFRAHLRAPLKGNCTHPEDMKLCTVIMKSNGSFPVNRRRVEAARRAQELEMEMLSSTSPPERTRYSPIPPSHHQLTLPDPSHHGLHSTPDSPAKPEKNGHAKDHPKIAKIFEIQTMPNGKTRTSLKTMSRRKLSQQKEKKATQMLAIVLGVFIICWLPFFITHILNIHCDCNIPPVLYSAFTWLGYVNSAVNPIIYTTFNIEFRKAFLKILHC
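Calcium-flux readout, 1 cycle/sec over 180 s following compound pin transfer, in inducible HEK293 Trex D2 cells (force-coupled); dopamine controls included. Positive calcium responses during this window marked compounds as potential agonists.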
D2 antagonist – antagonists of human D2 dopamine receptor; HEK293 TREx D2 cells, calcium flux, dopamine EC80; inhibition, % at 10 µM; 2% of 340,000 active; in the data active = inhibition above about 30%; note: 0% is about no effect
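Calcium flux kinetic readout in an inducible HEK293 TREx D2 line plated overnight at 30 C. After 180 s compound exposure, an EC80 dopamine challenge follows with another 180 s kinetic read to detect antagonism.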
rTrxR1 inhibitor – inhibitors of rat thioredoxin reductase 1; O89049; recombinant rTrxR1, NADPH fluorescence consumption, selenite substrate; Potency, µM (top dose mostly 114 µM), for the others: at the highest dose activity change, negative = inhibition, actives largely listed as inhibitors; 1% of 390,000 active; AID 588453; note: potency is the fitted concentration of half-maximal effect; % is set by controls: 0 for no effect and ±100 for the full control effect; nearly all actives have a fitted effect of over 65% in size
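Rat TrxR1 (90 nM in the dispensed reagent) was pre-reduced with 400 uM NADPH for 5 min at room temperature, then incubated with compound for 15 min. After 400 uM selenite was added, NADPH fluorescence (Ex 340/Em 450 nm) was followed for 8 min.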
TRHR agonist – TRH receptor (human) agonism; TRHR cells, calcium flux fluo-8, FDSS agonist mode; activation, % at 2 µM; 0.18% of 360,000 active; AID 493084; in the data active = activation above about 30%; note: 0% is about no effect
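In this calcium-flux screen, cells bearing human TRHR are dye-loaded with fluo-8, baselined for 10 cycles, then exposed to library compounds; positive kinetic calcium responses during the agonist phase mark hits, with TRH as control.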
TRHR PAM – allosterically enhances the human TRH receptor | P34981 | TRHR cells, fluo-8 calcium fluorescence, EC20 TRH enhancement | enhancement, % at 2 µM | 0.66% of 360,000 active | AID 493056; in the data active = enhancement above about 30%; note: 0% is about no effect
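Enhancer read-out: after compound pinning and an initial kinetic agonist-mode read, an EC20 of TRH (10 nM final) was injected and fluo-8 calcium signal (Ex 480/Em 530) followed at 1 s/cycle for 100 cycles in TRHR-expressing cells.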
PI4K2A block – inhibitors of human PI4K2A; purified PI4K2A, ADP-Glo luminescence, 1 h; hits give low values; activity change, negative = inhibition, % at 76.9 µM; 0.13% of 420,000 active; AID 1346378; in the data active = activity change below about -50%; inconclusive = mostly about -30% to -49%;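 note: -100% = wells without enzyme as full effect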
Target sequence (Q9BTU6 whole entry, looked up): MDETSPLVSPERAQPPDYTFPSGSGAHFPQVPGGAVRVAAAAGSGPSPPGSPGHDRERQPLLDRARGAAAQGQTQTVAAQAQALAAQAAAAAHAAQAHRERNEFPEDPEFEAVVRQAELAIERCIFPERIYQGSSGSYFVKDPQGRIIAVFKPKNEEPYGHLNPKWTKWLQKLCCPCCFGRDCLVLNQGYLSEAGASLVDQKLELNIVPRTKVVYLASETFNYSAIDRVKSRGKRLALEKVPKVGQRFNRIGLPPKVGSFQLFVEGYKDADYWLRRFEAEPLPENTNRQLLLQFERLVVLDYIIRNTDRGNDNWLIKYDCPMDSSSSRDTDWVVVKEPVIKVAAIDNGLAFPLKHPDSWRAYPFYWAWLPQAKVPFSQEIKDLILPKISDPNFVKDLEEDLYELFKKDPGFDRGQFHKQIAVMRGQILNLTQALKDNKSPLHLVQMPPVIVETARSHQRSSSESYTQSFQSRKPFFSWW
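Compounds are screened against recombinant PI4K2A using PI as substrate and ATP, the latter dispensed at 300 microM. Reactions run one hour at ambient temperature before ADP-Glo detection; full inhibition defined by wells lacking enzyme.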
USP1-UAF1 inh – USP1/UAF1 (human) deubiquitinase inhibition. 0.23% of 390,000 active. Potency, µM (titrated, usually from 57.1 µM), inactives show top-dose activity change, negative = inhibition, hits mostly inhibitors. recombinant USP1/UAF1, Ub-Rhodamine cleavage fluorescence; note: potency is the fitted concentration of half-maximal effect; % is set by controls: 0 for no effect and ±100 for the full control effect; nearly all actives have a fitted effect of over 60% in size; inactives centre near -12
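1 nM enzyme complex + cpd, 15 min RT; start with Ub-Rho 150nM final; kinetic fluorescence ex 480/em 540, 6 reads q60 s. Buffer 50mM HEPES pH 7.8, 0.5mM EDTA, 0.1 mg/ml BSA, 1mM TCEP, 0.01% Tween-20.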
TrxR1 substrate – rat thioredoxin reductase 1 substrate activity; 0.01% of 390,000 active; purified TrxR1 substrate turnover, NADPH consumption readout; O89049; AID 588456; Potency, µM (series often up to 114 µM), inactives show at the top dose activity change, negative = substrate turnover; note: potency is the fitted concentration of half-maximal effect; % is set by controls: 0 for no effect and ±100 for the full control effect; nearly all actives have a fitted effect of over 50% in size
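Rat TrxR1, dispensed at 90 nM, was prereduced with 400 uM NADPH (final) for 5 min at ~22 deg C, then incubated with compound 15 min before 400 uM selenite. A first-read NADPH fluorescence drop versus no-compound background flagged substrates.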
Active calls of the source: *; ? = inconclusive; . = not tested or not shown; & = joins results of further samples; [ ] = dose if it differs, or a comment. Unless noted, calls come from the whole dose curve; as a rule, active = well fitted inhibition curve with a large enough effect; inconclusive = small, poorly fitted or top-dose-only effect; inactive = no such curve, though single readings can be large or run the other way. The order is random; about 3.9% have a hit in one of these screens.

The line under a structure holds: mIDH1 inhibitor	D2 agonist	D2 antagonist	rTrxR1 inhibitor	TRHR agonist	TRHR PAM	PI4K2A block	USP1-UAF1 inh	TrxR1 substrate
> CCOC(=O)c1ccccc1N=N/C(C(C)=O)=C(/C)O
 : 4%	0.4	10	6%[57.1 µM]	-2.1	1	4	-17%	-3%
> C/C(=N/NC(=O)CN1CCN(S(=O)(=O)c2ccc(Br)cc2)CC1)c1ccncc1
 : -4%	.	.	15%	0.3	1	-1	-11%	2%
> O=C1[C@@H]2Cc3c([nH]c4ccccc34)CN2C(=O)CN1CCO
 : 11%	0.1	-5	12%	0.3	1	2	-15%	7%
> Cc1cccc(CNC(=O)c2oc3c(c2C)-c2nn(Cc4ccccc4Cl)cc2CC3)c1
 : 0%	1.5	.	20%	0.1	-5	2	-14%	6%
> O=C(N/N=C/C(Br)=C/c1ccccc1)c1ccc([N+](=O)[O-])cc1
 : 6%	-0.1	39*	19%	1.3	-2	-2	-11%	-2%
> O=C(NCCc1ccc(Cl)cc1)c1ccc(Br)s1
 : -1%	-0.6	0	14%	-0.9	-15	0	-19%	3%
> CCCCSc1nnc(-c2ccc(NC(C)=O)cc2)n1C
 : 1%	0.9	-17	22%	0.2	0	-1	-5%	7%
> CCN1C(=O)S/C(=C/c2cn(C)c3ccccc23)C1=O
 : 16%	0.1	3	23%	-0.7	11	-5	-13%	6%
> Cc1ccc(S(=O)(=O)Nc2cc3c(cc2N2CCOCC2)n(C)c(=O)n3C)c(C)c1
 : -9%	.	.	12%	-0.5	4	2	-18%	7%
> Cc1cccc(S(=O)(=O)c2c(N)n(-c3ccccc3)c3nc4ccccc4nc23)c1
 : 8%	0.5	5	?	1.4	4	-9	-19%	188%[activator]
> CC(Sc1nnc(N)s1)C(=O)NCc1ccc2c(c1)OCO2 (stereo not given)
 : -3%	0.0	2	10%	0.0	1	2	-8%	-3%
> CCN1C(=O)CSC1=Nc1ccc(OC)cc1
 : 5%	-0.3	12	17%[57.1 µM]	-0.1	-5	0	-19%	-3%
> COc1cc(C(=O)Nc2ccc3nn(-c4ccc(F)cc4)nc3c2)cc(OC)c1OC
 : -3%	-1.6	.	5%	1.6	3	-5	-7%	11%
> Cc1ccc(C2Nc3cccc4cccc(c34)N2)s1
 : 14%	.	.	22µM*	0.3	7	-26	-17%	-8%
> COc1ccccc1NC(=O)CSc1oc(-c2cccs2)nc1S(=O)(=O)c1ccc(Br)cc1
 : 8%	0.5	.	18%	0.8	-3	-2	?	11%[2.29 µM]
> Cc1oc(-c2ccccc2F)nc1CS(=O)(=O)CC(=O)N1CCc2ccccc21
 : 13%	-0.8	3	6%[57.1 µM]	0.0	-6	-1	-9%	2%[57.1 µM]
> COc1ccc(-c2cnnc(N/N=C/c3ccc(C)o3)n2)cc1
 : 15%	0.3	-4	19%[57.1 µM]	-1.5	8	3	-17%	-2%[57.1 µM]
> CC(C)Cn1c(=O)c2sccc2n2c(CCCC(=O)NC3CCCCC3)nnc12
 : -3%	-0.4	.	15%	-0.7	1	-2	-10%	5%
> CCOC(=O)/C=C/c1ccccc1S(=O)(=O)NC(C)(C)C
 : 2%	.	.	-1%&2%	.	.	-2	10%	-4%&-5%
> O=C(O)c1cccc(-c2nnn(Cc3ccccc3Cl)n2)c1
 : 1%	0.7	-11	-4%	0.4	-3	-4	-9%	-7%
> O=C(CCCc1ccccc1)NCCS(=O)(=O)N1CCN(c2ccccc2F)CC1
 : 7%	0.7	-17	0%	-0.2	1	0	-18%	-13%
> COc1ccc(OCCCC(=O)Nc2cccc(S(=O)(=O)N3CCCCCC3)c2)cc1
 : -4%	0.8	-1	23%	0.8	4	-1	-14%	-9%
> CCCn1nnnc1NC(=O)c1ccc2ccccc2c1
 : -3%	0.2	2	12%	0.3	-3	-4	-5%	9%
> COc1cc2c(cc1OC)C1=C(C#N)CN(CC(=O)O)CN1CC2
 : -10%	-0.3	2	?	-0.2	2	0	-17%	4%[57.1 µM]
> COc1ccccc1NC(NC(=O)c1ccco1)C(=O)c1ccccc1 (stereo not given)
 : 3%	-0.5	7	6%	-0.9	4	0	-11%	-7%
> CCCS(=O)(=O)N1CCCC(C(=O)NC2CCCC(C)C2C)C1 (stereo not given)
 : 6%	0.2	-8	8%	-0.5	-1	2	-24%	1%
> CCn1cc(CNC(=O)c2cc(-c3ccc(C)cc3)nc3ccc(Br)cc23)c(C)n1
 : 7%	0.1	.	-10%	-0.3	-13	-1	-17%	-10%
> CCOC(=O)C1=C(N)N(c2ccccc2)C(=O)C1
 : 3%	0.5	-13	20%[57.1 µM]	0.7	2	-7	-10%	-2%[57.1 µM]
> CCn1c(COc2ccccc2OC)nc2ccccc21
 : 7%	1.7	-2	23%	0.9	0	-10	-18%	-3%
> CC(C)OCCCNc1nc2c(c(=O)n(Cc3ccccc3F)c(=O)n2C)n1C
 : 5%	-0.2	-1	-11%	-0.4	2	1	-20%	-6%
> Cc1cc(C)c(/C=N/NC(N)=O)c(C)c1/C=N/NC(N)=O
 : 1%	-0.2	-5	7%	1.1	0	-4	-17%	4%
> COc1ccc(NC(=O)CSCC(=O)NCc2ccco2)cc1
 : 2%	0.2	4	2%	-0.3	-7	-5	-8%	2%
> Cc1ccc(S(=O)(=O)N2CCCC2C(=O)OCc2ccccc2)cc1 (stereo not given)
 : 2%	-0.5	-3	12%	0.0	5	-1	-11%	-5%
> Cc1ccc(CN2CCN(Cc3cn[nH]c3C3CCCCC3)CC2CCO)cc1 (stereo not given)
 : -13%	0.3	-18	7%	0.8	28	9	-22%	-1%
> COc1ccc(S(=O)(=O)N2CCCCCC2)cc1C(=O)N(CC(C)C)C1CCS(=O)(=O)C1 (stereo not given)
 : 8%	-0.2	5	-14%	0.0	2	-2	-14%	-8%
> CSc1nc2[nH]ncc2c(=O)n1-c1ccccc1
 : -4%	-0.7	-11	-16%	-0.1	0	-3	-2%	-18%
> CS(=O)(=O)N1CC(C(=O)O)Oc2ccc(CC(=O)O)cc21 (stereo not given)
 : 1%	-0.4	5	-6%[57.1 µM]	-0.6	5	-9	-1%	-3%[57.1 µM]
> Cn1c(=O)n(C)c2cc(S(=O)(=O)N3CCOCC3)ccc21
 : 2%	0.1	-16	15%	0.4	20	2	-23%	4%
> O=C(O)COc1ccc(C=C2SC(=S)N(c3ccccc3)C2=O)cc1
 : 2%	.	.	-7%[57.1 µM]	.	.	-2	1%	-13%[57.1 µM]
> CCOc1ccccc1C(=O)Nc1ccc(S(=O)(=O)Nc2nccc(C)n2)cc1
 : 8%	0.6	14	7%	-0.6	-2	1	-27%	0%
> COc1ccc(OCCCC(=O)Nc2ccc(N3CCCCC3)cc2)cc1
 : 6%	-0.4	-3	-6%	-1.4	-1	-1	-9%	-5%
> Cc1nnc(NC(=O)c2ccc(S(=O)(=O)N3CCOCC3)cc2)s1
 : 26%	0.2	-7	1%	0.5	-3	-11	-5%	-8%
> CCOC(=O)N1C2=NC(C(=O)OC)=C(C(=O)OC)[C@@H]3Nc4ccccc4[C@]23C[C@H]1C(=O)OC
 : 8%	0.0	-4	-13%[57.1 µM]	-0.1	6	-2	-19%	-2%[57.1 µM]
> N#C/C(=C(/O)c1ccc([N+](=O)[O-])o1)c1nc2ccccc2[nH]1
 : 19%	1.0	5	-20%	-0.2	-12	2	-18%	-4%
> C/C=C/c1ccc(OCCCCN(C)Cc2ccccc2)c(OC)c1
 : 2%	0.1	-3	-2%	0.3	-1	-2	-25%	1%

4 records picked at random from the list so far:
The line under a structure holds: mIDH1 inhibitor	D2 agonist	D2 antagonist	rTrxR1 inhibitor	TRHR agonist	TRHR PAM	PI4K2A block	USP1-UAF1 inh	TrxR1 substrate
> CCOc1ccccc1C(=O)Nc1ccc(S(=O)(=O)Nc2nccc(C)n2)cc1
 : 8%	0.6	14	7%	-0.6	-2	1	-27%	0%
> COc1ccc(S(=O)(=O)N2CCCCCC2)cc1C(=O)N(CC(C)C)C1CCS(=O)(=O)C1 (stereo not given)
 : 8%	-0.2	5	-14%	0.0	2	-2	-14%	-8%
> N#C/C(=C(/O)c1ccc([N+](=O)[O-])o1)c1nc2ccccc2[nH]1
 : 19%	1.0	5	-20%	-0.2	-12	2	-18%	-4%
> Cc1nnc(NC(=O)c2ccc(S(=O)(=O)N3CCOCC3)cc2)s1
 : 26%	0.2	-7	1%	0.5	-3	-11	-5%	-8%

New compounds follow.
The line under a structure holds: mIDH1 inhibitor	D2 agonist	D2 antagonist	rTrxR1 inhibitor	TRHR agonist	TRHR PAM	PI4K2A block	USP1-UAF1 inh	TrxR1 substrate
> CC(=O)N1CCc2cc(S(=O)(=O)N3c4ccccc4CC3C)ccc21 (stereo not given)
 : -10%	-0.1	1	19%	0.0	-4	1	-14%	8%
> O=C(CSc1nnc(CNC(=O)c2cccc(C(F)(F)F)c2)o1)NC1CCCC1
 : 6%	0.0	3	-4%	-0.1	-7	-2	-9%	-5%
> O=C(NC(=S)Nc1cccc(O)c1)c1ccco1
 : -10%	-1.1	-5	-36%	-0.6	-4	2	2%	3%[57.1 µM]
> CCCCNc1oc(-c2cccs2)nc1S(=O)(=O)c1ccccc1
 : -1%	-0.4	11	29%	0.0	-5	6	-21%	7%
> O=C(Nc1c[nH]c(=O)[nH]c1=O)c1ccccc1Cl
 : 3%	0.6	9	10%[57.1 µM]	0.2	30*	-2	-15%	7%[57.1 µM]
> O=C1CN(C(=O)CN2CCCC2)C(c2ccccc2)c2cc(Br)ccc2N1 (stereo not given)
 : 3%	-1.0	2	-16%	3.1	-2	5	-7%	2%
> CC1(C)CC2CC(C)(CN2S(=O)(=O)c2ccc(C(=O)Nc3cc(S(=O)(=O)N4CCOCC4)ccc3Cl)cc2)C1 (stereo not given)
 : 4%	1.6	0	3%	0.8	2	0	-16%	-1%
> CC(C)CN(/C=N/c1sc2c(c1C#N)CCCCC2)CC(C)C
 : -6%	-1.0	-12	7%[2.29 µM]	0.8	10	-5	-10%	4%[57.1 µM]
